PvdQ inh – blocks Pseudomonas aeruginosa PvdQ acylase activity; purified PvdQ acylase, fluorescence plate reader; inhibition, % at 10 µM; actives 0.063% (n = 340,000); AID 488965; in the data active = inhibition above about 30%, passing the limit was not always enough;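 note: 0% = vehicle neutral wells and 100% = reference inhibitor wells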
dFosB activator – activators of mouse delta FosB homodimer. P13346. purified delta FosB, TAMRA-CDK5 oligo fluorescence polarization; percent of positive-control signal above neutral wells. activation, % at 25 µM. actives 0.99% (n = 340,000);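 active = mean activation above about 17%, with every replicate also reaching it, limit read from the data, passing the limit was not always enough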;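 note: fluorescence polarization rise as delta FosB binds a TAMRA Cdk5 AP-1 oligo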
Target sequence (P13346 whole entry, looked up): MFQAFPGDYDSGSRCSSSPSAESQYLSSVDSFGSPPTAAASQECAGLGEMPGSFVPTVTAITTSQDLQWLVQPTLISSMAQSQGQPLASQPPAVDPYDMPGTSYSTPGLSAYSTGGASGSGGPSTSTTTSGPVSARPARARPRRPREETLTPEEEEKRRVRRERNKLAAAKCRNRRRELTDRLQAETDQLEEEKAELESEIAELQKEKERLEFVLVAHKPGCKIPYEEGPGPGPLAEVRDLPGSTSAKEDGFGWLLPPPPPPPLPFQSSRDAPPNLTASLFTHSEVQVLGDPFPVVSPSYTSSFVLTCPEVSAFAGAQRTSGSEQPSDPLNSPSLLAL
CDK5 p35 inh – CDK5/p35 (human) kinase inhibition; Q00535+Q15078; Recombinant CDK5/p35, ADP-Glo luminescence, 60 min; inhibition, % at 10 µM; actives 0.01% (n = 330,000); AID 488839;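 active = highest replicate inhibition of at least 50% and at least 75% of replicates reaching 50%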;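 note: plate controls were DMSO neutral control for no effect and GW8510 at 10 µM for full effect; many of its hits are not listed in these tables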
V-ATPase pHluor – yeast V-ATPase proton transport regulation by pHLuorin; S. cerevisiae, pHLuorin cytosolic pH fluorescence; response, % at 10 µM; actives 0.37% (n = 350,000); AID 504577; in the data active = response mostly above about 7.3%, no sharp cut-off; inactive = mostly below about 5.4%; note: actives read high; inactives centre near 0; some compounds called inactive have numbers as strong as hits; reference of the scale not given here
MITF TRPM1 HTS – MITF TRPM1 promoter activation in melanoma cells; SK-MEL-5 TRPM1-promoter luciferase, 24 h; % of positive control, neutral wells = 0; activation, % at 12.5 µM; actives 0.75% (n = 300,000); AID 588334;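 active = mean activation of at least 80% with every replicate also reaching 80%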;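 note: 0% = neutral control wells and 100% = parthenolide positive control wells; values of inactives mirror those of a sister screen read the other way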
SR-BI DiI inh – inhibitors of mouse SR-BI mediated HDL lipid uptake; ldlA[mSR-BI] CHO cells, DiI-HDL uptake fluorescence, 3 h; AID 488896; Q61009; inhibition, % at 12.5 µM; actives 0.96% (n = 320,000);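 active = mean replicate inhibition of at least 70% and a set share of replicates each scoring 70 or more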;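 note: 0% = median of neutral control wells and 100% = median of positive control wells; values of inactives mirror those of a sister screen read the other way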
Target sequence (Q61009 whole entry, looked up): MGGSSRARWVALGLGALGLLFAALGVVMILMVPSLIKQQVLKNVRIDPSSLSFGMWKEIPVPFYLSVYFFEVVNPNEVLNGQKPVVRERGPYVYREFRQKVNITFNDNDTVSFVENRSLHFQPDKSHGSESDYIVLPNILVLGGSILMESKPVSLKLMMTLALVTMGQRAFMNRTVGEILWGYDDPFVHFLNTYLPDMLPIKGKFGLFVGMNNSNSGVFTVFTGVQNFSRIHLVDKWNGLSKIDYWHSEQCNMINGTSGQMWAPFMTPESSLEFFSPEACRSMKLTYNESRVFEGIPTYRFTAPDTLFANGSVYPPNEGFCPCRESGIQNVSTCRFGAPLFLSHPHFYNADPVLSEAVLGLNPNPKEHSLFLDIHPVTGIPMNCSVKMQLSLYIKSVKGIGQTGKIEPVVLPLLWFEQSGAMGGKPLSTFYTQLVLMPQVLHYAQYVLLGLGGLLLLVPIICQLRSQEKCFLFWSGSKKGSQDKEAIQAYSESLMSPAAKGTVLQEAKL
HTR5A ag – activates human HTR5A in OPRM1-OPRD1 agonist counter-screen. HTR5A agonist assay, luminescence, cell-based. activation, % at 9.3 µM. actives 0.61% (n = 340,000); in the data active = activation mostly above about 9.5%, no sharp cut-off; inactive = mostly below about 7.6%;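 note: 0% = cells with vehicle only and 100% = reference agonist; strong numbers were not always called active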
HTR5A inv ag – inverse agonist of human HTR5A in OPRM1-OPRD1 counter-screen; HTR5A cell line, luminescence, inverse agonism; inhibition, % at 9.3 µM; actives 0.083% (n = 340,000); AID 504634; P47898; in the data active = inhibition mostly above about 23%, no sharp cut-off; inactive = mostly below about 18%;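 note: 0% = cells with DMSO and 100% = no-cell wells with DMSO; some compounds called inactive have numbers as strong as hits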
Wnt act – activators of Wnt/beta-catenin signaling; Wnt/beta-catenin reporter cell assay, activator, plate reader; activation, % at 9.35 µM; actives 1.2% (n = 300,000); in the data active = activation above about 30%, passing the limit was not always enough;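 note: 0% = neutral control wells and 100% = positive control wells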
NSD2 HMT inh – inhibitors of human histone methyltransferase NSD2; O96028; NSD2 peptide methylation, AlphaScreen, 120 min; inhibition, % at 12.5 µM; actives 0.54% (n = 310,000); in the data active = inhibition above about 50%
* marks the source's active call; other numbers are inactive results; / = not tested or not shown; & = joins results of further samples. This is a random part of the collection. Share with any hit: about 5%.

SMILES | PvdQ inh | dFosB activator | CDK5 p35 inh | V-ATPase pHluor | MITF TRPM1 HTS | SR-BI DiI inh | HTR5A ag | HTR5A inv ag | Wnt act | NSD2 HMT inh
Cc1ccc2nc(-c3ccc(NC(=O)C(C)N4C(=O)c5ccccc5C4=O)cc3)sc2c1 (centres undefined) | -2 | 12 | -0.8 | 0 | 58 | 59 | 7 | -26 | / | 0
COC(=O)c1ccc(/C=N/OCC(=O)NCCc2ccc(OC)c(OC)c2)cc1 | -8 | 0 | -1.8 | -2 | -5 | 3 | 9 | 12 | -1 | -2
Cc1nc(=O)c(-c2ccccc2)c(C)n1Cc1ccccc1 | -2 | 2 | 1.5 | 4 | 5 | -10 | 2 | 5 | -1 | -5
COc1cccc(C(=O)C2CCCN(Cc3cn(C)nc3-c3ccccc3)C2)c1 (centres undefined) | -5 | -6 | 1.7 | -2 | 8 | -14 | 5 | 11 | 3 | 2
COc1cc(/C=N/NC(=O)c2ccccn2)ccc1OC(=O)c1ccccc1Br | -10 | -11 | -5.2 | -1 | 60 | 56 | 3 | -14 | 8 | -1
COc1ccc(NC(=O)CSc2nnnn2C2CCCC2)c(OC)c1 | 8 | -2 | 0.6 | 5 | 0 | / | 5 | -14 | -3 | /
O=C(NN1C(=O)c2ccccc2NC1c1ccccc1OCc1ccccc1)c1ccncc1 (centres undefined) | -2 | 0 | -0.7 | -10 | 6 | -13 | 4 | 7 | / | /
COc1ccc2ccc3cccc[n+]3c2c1 | -16 | 5 | -0.9 | 1 | / | -4 | 1 | -6 | -1 | 1
O=C(Nc1ccccc1)c1cnc[nH]1 | 11 | -2 | -0.2 | 1 | 11 | -13 | 14 | -37 | / | -1
CN(C)N=C1c2cc(S(=O)(=O)N3CCOCC3)ccc2-c2ccc(S(=O)(=O)N3CCOCC3)cc21 | -5 | -6 | -2.6 | 6 | -9 | 9 | -2 | 6 | -11 | 0
CCOc1ccccc1NS(=O)(=O)c1cc2c3c(c1)C(C)C(=O)N3CCC2 (centres undefined) | -8 | -4 | 0.8 | -3 | 2 | -2 | -3 | 13 | -1 | 11
O=C(CNC(=O)c1ccccc1F)NC1=NCCS1 | -13 | -3 | 1.2 | -1 | 0 | 5 | -2 | -21 | 2 | 9
NC(=O)CC(NC(=O)Cc1ccc(Br)cc1)c1ccc(N2CCC(Cc3ccccc3)CC2)c([N+](=O)[O-])c1 (centres undefined) | 6 | 1 | -1.6 | 6 | -41 | 20 | 1 | 6 | -6 | /
C/C=C(\C)C(=O)O[C@H](c1cc2ccc(=O)oc2cc1OC)[C@@H](O)C(C)(C)O | 4 | 10 | -0.8 | 2 | / | -17 | 7 | -20 | -1 | /
CCCc1nn(-c2ccccc2)c2c1C(c1cccs1)C(C#N)=C(N)O2 (centres undefined) | -12 | -3 | -2.1 | 1 | 0 | -12 | 1 | 7 | -1 | 2
COc1ccc(C(=O)Nc2ccc3c(c2)nc(CN2CCCC2)n3C)cc1 | 3 | 0 | 0.2 | -5 | 9 | 65 | 0 | 0 | 10 | 3
CNC(=O)Nc1cccc(C(F)(F)F)c1 | 10 | -6 | -0.5 | -1 | / | 1 | 0 | -1 | 0 | -1
O=C(CN1C(=O)NC2(CCCC2)C1=O)OCc1c(F)cccc1Cl | 2 | -7 | 0.2 | 3 | 2 | 6 | -2 | -10 | -1 | -1
COc1ccc(/C=N\NS(=O)(=O)c2ccc(Cl)cc2)cc1COc1ccccc1[N+](=O)[O-] | -9 | 3 | -1.9 | 4 | 7 | 7 | -4 | 9 | / | -2
COc1ccc(C2=NN(C(=O)CSc3nnc(-c4ccccc4F)o3)C(c3ccco3)C2)cc1 (centres undefined) | 13 | -6 | 2.5 | 4 | -4 | -9 | 7 | -37 | / | 1
CN1CCc2c(c3ccccc3n2Cc2ccccc2)C1 | -6&-8 | 0&-4 | -0.1&-1.1 | 2&1 | -5&-11 | -2&-27 | -1&3 | 4&-9 | -2&1 | /
COc1cccc(-c2nn(-c3ccc(C)cc3)cc2C(=O)N2CCc3cc(OC)c(OC)cc3C2)c1 | -14 | -5 | -1.1 | 1 | 0 | 59 | -5 | 16 | -4 | 0
O=C(CCCOc1ccccc1)Nc1cccc(C(=O)O)c1 | 5 | -1 | 2.8 | -2 | 7 | -12 | -1 | -9 | / | -3
CC(C)CN(C(=O)COC(=O)c1cccc2ccccc12)c1c(N)n(Cc2ccccc2)c(=O)[nH]c1=O | -12 | 6 | 0.2 | 3 | -17 | 49 | 10 | -26 | -6 | 7
CCCCc1cc(=O)oc2c(CN3CCCC3)c(O)ccc12 | -10 | 3 | -1.2 | 0 | -7 | 62 | 3 | -11 | / | 0
Cc1ccc(NC(=O)COC(=O)CC2CCCC2)cc1F | -12 | -1 | -0.6 | -1 | 11 | -20 | -1 | 5 | 0 | -3
COc1ccc(/C=N/NC(=O)c2nc(-c3ccccc3)n(-c3ccccc3)n2)c(O)c1 | 16 | -3 | -0.3 | 1 | -55 | 63 | -1 | 5 | -8 | -3
COc1ccc(N2C(=O)CC(N3CCC(C(N)=O)CC3)C2=O)cc1 (centres undefined) | -2 | -6 | -0.1 | 3 | 2 | -14 | 2 | -13 | / | -4
COc1ccc(N(C(=O)c2snc(C(N)=O)c2N)C(C(=O)NCc2ccccc2)c2ccc(O)cc2)cc1 (centres undefined) | 2 | 1 | -0.7 | -1 | -7 | -11 | 4 | 11 | -1 | -5
Brc1cc2c(cc1C1OCCCO1)OCO2 | 19 | 5 | 2.8 | 0 | 13 | 15 | -2 | 8 | 2 | -2

Nothing new here: 8 of the compounds above.
SMILES | PvdQ inh | dFosB activator | CDK5 p35 inh | V-ATPase pHluor | MITF TRPM1 HTS | SR-BI DiI inh | HTR5A ag | HTR5A inv ag | Wnt act | NSD2 HMT inh
O=C(CCCOc1ccccc1)Nc1cccc(C(=O)O)c1 | 5 | -1 | 2.8 | -2 | 7 | -12 | -1 | -9 | / | -3
CC(C)CN(C(=O)COC(=O)c1cccc2ccccc12)c1c(N)n(Cc2ccccc2)c(=O)[nH]c1=O | -12 | 6 | 0.2 | 3 | -17 | 49 | 10 | -26 | -6 | 7
CCCCc1cc(=O)oc2c(CN3CCCC3)c(O)ccc12 | -10 | 3 | -1.2 | 0 | -7 | 62 | 3 | -11 | / | 0
Cc1ccc(NC(=O)COC(=O)CC2CCCC2)cc1F | -12 | -1 | -0.6 | -1 | 11 | -20 | -1 | 5 | 0 | -3
COc1ccc(/C=N/NC(=O)c2nc(-c3ccccc3)n(-c3ccccc3)n2)c(O)c1 | 16 | -3 | -0.3 | 1 | -55 | 63 | -1 | 5 | -8 | -3
COc1ccc(N2C(=O)CC(N3CCC(C(N)=O)CC3)C2=O)cc1 (centres undefined) | -2 | -6 | -0.1 | 3 | 2 | -14 | 2 | -13 | / | -4
COc1ccc(N(C(=O)c2snc(C(N)=O)c2N)C(C(=O)NCc2ccccc2)c2ccc(O)cc2)cc1 (centres undefined) | 2 | 1 | -0.7 | -1 | -7 | -11 | 4 | 11 | -1 | -5
Brc1cc2c(cc1C1OCCCO1)OCO2 | 19 | 5 | 2.8 | 0 | 13 | 15 | -2 | 8 | 2 | -2

(list continues)
SMILES | PvdQ inh | dFosB activator | CDK5 p35 inh | V-ATPase pHluor | MITF TRPM1 HTS | SR-BI DiI inh | HTR5A ag | HTR5A inv ag | Wnt act | NSD2 HMT inh
COc1ccc(/C=N/OCC(=O)Nc2cc(C)on2)cc1OC | -19 | -6 | 0.1 | 2 | -7 | -22 | 2 | 18 | -2 | -2
CCCCc1oc2c(c(=O)c1C)C(=O)CC(c1ccccc1)C2 (centres undefined) | 0 | -6 | 2.7 | 2 | -3 | 3 | 0 | 0 | / | 2
CCCn1ncc(CN2CCC(C(=O)Nc3cccc(-c4cccc(F)c4)c3)CC2)c1C | 9 | 6 | -4.9 | -2 | 6 | 15 | 5 | -19 | -3 | 2
CC(=O)n1cc(/C=N/NC(=O)c2ccccc2Cl)c2ccccc21 | -9 | -8 | -0.4 | -2 | 2 | 41 | -2 | 6 | / | -1
COCCN(CCOC)S(=O)(=O)c1ccc(OC)cc1 | -5 | 1 | 0.6 | 0 | -2 | / | 2 | -8 | -1 | 1
COc1ccc(C(=O)N/C(=C\c2ccccc2)C(=O)Nc2ccc(C(=O)NCC(=O)O)cc2)cc1 | 0 | -8 | 0.9 | -4 | -2 | -24 | 2 | -8 | 6 | -1
Cc1cc(C)nc(/N=C2/NC(=O)CS2)n1 | -2 | 3 | 2.1 | -3 | -3 | 7 | 5 | 0 | 0 | /
Cn1c2ccccc2c2cnn(CC(=O)O)c(=O)c21 | 7 | -8 | -1.0 | 3 | 4 | -27 | -3 | -36 | / | 2
COc1ccccc1C(CC(=O)Nc1nccs1)c1ccco1 (centres undefined) | -11 | -9 | -0.8 | 12 | -5 | -32 | -2 | 6 | / | 2
CCC1=NN(C(=O)Cc2ccc(OC)cc2)C(O)(C(F)(F)F)C1 (centres undefined) | -14 | -8 | -0.3 | 0 | -9 | 14 | 0 | 16 | -1 | 0
O=C(NCc1cccnc1)c1cccc(F)c1 | -7 | 3 | -0.6 | 0 | -3 | -32 | 4 | -12 | / | 1
COc1cc(CNc2ccc3c(c2)CCC3)cc(OC)c1O | -3 | 3 | 1.7 | 0 | -4 | -3 | 2 | -33 | / | 5
CC(C)CN1CCC(=O)N([C@H](CO)Cc2ccccc2)CC1 | 3 | 6 | -0.1 | 4 | 12 | -35 | 3 | 5 | -7 | /
COc1ccc(NC(=O)c2cc(F)cc(F)c2)cc1S(=O)(=O)N1CCCCC1 | -8 | 2 | -2.2 | -3 | 2 | 46 | 3 | -11 | -6 | 0
COc1ccc(OC)c(CCNC(=O)CN2C(=O)COc3ccc(S(=O)(=O)N4CCOCC4)cc32)c1 | -12 | -6 | 2.0 | 0 | -8 | -16 | 0 | -4 | -2 | 4
O=S(=O)(c1cnccc1N1CCN(CCO)CC1)N1CCCCC1 | -6 | -5 | -0.8 | 2 | 16 | -40 | -5 | 18 | 1 | -2
Cc1ccc(OCC(=O)c2cc(C)n(C3CC3)c2C)c([N+](=O)[O-])n1 | -10 | -8 | 0.2 | -3 | 14 | -7 | -5 | 8 | / | 17
O=c1cc(-c2ccc(O)cc2)oc2cc(O)c([C@@H]3O[C@H](CO)[C@@H](O)[C@H](O)[C@H]3O)c(O)c12 | -4 | -2 | 0.7 | 1 | 0 | -17 | -2 | 4 | -2 | /
O=C(c1cc(-c2ccc3c(c2)OCO3)on1)N1CCCCC1 | -8 | 2 | 3.5 | -1 | 11 | 7 | -4 | 9 | 29 | -14
CCOc1cc2[nH]c(=S)n(CCCC(=O)NCc3ccco3)c(=O)c2cc1OCC | 7 | 14 | 2.1 | 0 | 3 | 6 | 2 | -17 | 0 | 1
COc1cccc(C(=O)NC(=S)Nc2ccc(Cl)cc2C(=O)O)c1 | 3 | -3 | -0.6 | -1 | -15 | -7 | 6 | -18 | -1 | 0
O=C(CCCC(=O)c1ccc(O)cc1)c1ccc(O)cc1 | -10 | -12 | -0.2 | 2 | 98* | 10 | 3 | 4 | 56* | /

Screens: PubChem, several laboratories
